# Bioassay records deposited in PubChem by several laboratories.
# EP2 modulator: EP2 receptor (human) modulation | induction, % at 25 µM | P43116 | EP2-expressing cells, cAMP HTRF FRET, PGE2 co-stimulation | actives 0.83% (n = 260,000);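 active = compounds whose cAMP rise, as percent of the full-agonist control response, exceeds 60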;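 also: rat C6 glioma line stably carrying human EP2 under a CMV promoter; the protocol text gives 20 µM as final concentration; 100% = response of wells given 1 µM PGE2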
# Target sequence (P43116 whole entry, looked up): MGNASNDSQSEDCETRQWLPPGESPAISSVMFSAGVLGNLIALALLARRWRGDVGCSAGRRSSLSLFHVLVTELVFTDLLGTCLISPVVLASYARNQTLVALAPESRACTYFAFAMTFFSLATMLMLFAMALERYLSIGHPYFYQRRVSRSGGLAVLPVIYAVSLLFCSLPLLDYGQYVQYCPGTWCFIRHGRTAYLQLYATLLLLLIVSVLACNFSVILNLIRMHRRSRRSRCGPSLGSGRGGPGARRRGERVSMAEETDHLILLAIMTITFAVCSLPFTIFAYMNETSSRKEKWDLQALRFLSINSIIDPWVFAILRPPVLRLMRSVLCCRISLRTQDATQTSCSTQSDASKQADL
# EP2 antag: inhibitors of human EP2 prostaglandin E2 receptor; AID 1422; actives 0.52% (n = 260,000); C6 glioma cells expressing human EP2, cAMP TR-FRET; cells stimulated with saturating PGE2; inhibition, % at 25 µM; P43116;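 active = percent inhibition above 40 after rounding to a whole number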;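 also: rat C6 glioma host cells with rolipram phosphodiesterase inhibitor present; the protocol text gives 20 µM as final concentration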
# TRPML3 ag: agonists of human TRPML3 channel; Q8TDD5; HEK293 TRPML3-YFP, Fluo-8 calcium fluorescence; 100% = the carbachol control signal; activation, % at 3 µM; actives 0.29% (n = 220,000);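 active = activation above its plate's cutoff, the mean activation of the plate's test wells plus 3 SD, cut at about 12% in these data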;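 also: 0% = DMSO only wells and 100% = carbachol wells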
#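 Test system: TRPML3-YFP stable HEK293 cells. Doses: single point at 3 µM. Incubation: dye loading 1 h 37 °C then 30 min ambient, 125 s read. Signal: Fluo-8 calcium dye fluorescence, ex 470-495, em 515-575 nm. Measure: percent activation from peak-to-basal fluorescence ratio, scaled between DMSO and carbachol.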
# NPY-Y1 PAM-ag: human NPY-Y1 potentiation or agonism, primary screen; NPY-Y1 expressing cells, potentiator/agonist activation; activation, % at 3.6 µM; actives 0.37% (n = 220,000); AID 1304; in the data active = activation above about 33%, passing the limit was not always enough;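 also: cells stimulated with NPY at EC10 then isoproterenol at EC100; 0% = low agonist plus stimulus and 100% = saturating agonist plus stimulus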
# Target sequence (P25929 whole entry, looked up): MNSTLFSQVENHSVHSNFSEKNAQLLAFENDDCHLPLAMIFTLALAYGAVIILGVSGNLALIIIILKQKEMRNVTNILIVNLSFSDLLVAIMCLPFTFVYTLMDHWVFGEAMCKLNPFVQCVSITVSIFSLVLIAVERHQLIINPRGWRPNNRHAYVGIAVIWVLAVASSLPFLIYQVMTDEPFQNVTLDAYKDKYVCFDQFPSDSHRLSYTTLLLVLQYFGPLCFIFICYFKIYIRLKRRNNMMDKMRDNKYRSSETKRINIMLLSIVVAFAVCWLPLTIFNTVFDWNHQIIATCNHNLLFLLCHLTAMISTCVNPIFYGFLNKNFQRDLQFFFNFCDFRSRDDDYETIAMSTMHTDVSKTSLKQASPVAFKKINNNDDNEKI
# 14-3-3 Bad PPI: disrupts binding of bovine 14-3-3 zeta to phospho-Bad peptide; TR-FRET 14-3-3zeta/Dy647-pBad peptide displacement, 1 h; inhibition, % at 21.7 µM; actives 0.71% (n = 220,000);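 active = inhibition above about 70%, limit read from the data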;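 also: 0% = full 14-3-3 plus peptide FRET controls and 100% = background without 14-3-3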
# Target sequence (P63103 whole entry, looked up): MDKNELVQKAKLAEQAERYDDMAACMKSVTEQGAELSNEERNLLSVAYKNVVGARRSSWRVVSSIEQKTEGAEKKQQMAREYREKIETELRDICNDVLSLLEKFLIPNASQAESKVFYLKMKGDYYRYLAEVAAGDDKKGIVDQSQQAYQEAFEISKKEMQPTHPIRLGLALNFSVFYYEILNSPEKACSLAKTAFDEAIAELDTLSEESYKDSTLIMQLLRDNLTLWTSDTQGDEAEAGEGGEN
# PPC-1+TRAIL kill: PPC-1 cancer cell killing with TRAIL present; PPC-1 cells + TRAIL, ATPLite viability luminescence; cell killing (% activity), % at 4 µM; actives 0.41% (n = 220,000); AID 1443;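 active = cell killing above 50% in the first pass at 4 µM, then a duplicate retest at 5 µM averaging 50% or more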;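 also: plate controls were cells with TRAIL plus DMSO for no effect and medium-only wells lacking cells for full effect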
# NPY Y1 blocker: antagonists of human neuropeptide Y receptor Y1; actives 1% (n = 200,000); inhibition, % at 3.6 µM; HEK293-CNG Y1 cells, membrane potential fluorescence; NPY at EC95, then isoproterenol;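 active = inhibition above the campaign mean inhibition of all tested compounds plus 3 SD, cut at about 20% in these data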;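 also: 0% = DMSO wells given NPY plus isoproterenol and 100% = isoproterenol alone without NPY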
#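 System: HEK293 cells with Y1 receptor plus CNG channel / Probe or stimulus: NPY 25 nM then isoproterenol 1 µM plus Ro 20-1724 25 µM / Compound: one concentration, 3.6 µM, in 0.4% DMSO / Schedule: compound incubation 1 h at room temperature, readout 45 min post-stimulation / Measured by: membrane potential fluorescence / Read-out: % inhibition of NPY effect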
# CHOP inhibitor: blocks CHOP induction under ER stress; inhibition, % at 10 µM; CHO-K1 CHOP-promoter luciferase, tunicamycin-induced, 15-18 h; actives 3.8% (n = 220,000);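 active = compounds that reduced the stress-induced luciferase reporter signal by more than about 70% of percent inhibition, limit read from the data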;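 also: 0% = tunicamycin plus vehicle and 100% = wells without tunicamycin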
# zfTRPN1 agonist: agonists of zebrafish TRPN1 channel; HEK293 zebrafish TRPN1-YFP, Fluo-8 calcium fluorescence; 100% = response to 87 µM carbachol; activation, % at 3 µM; actives 0.18% (n = 220,000);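 active = activation above its plate's cutoff, the mean activation of test wells on that plate plus 3 SD, cut at about 19% in these data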;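 also: 0% = DMSO alone and 100% = 87 µM carbachol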
#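 Material: zebrafish TRPN1-YFP in HEK293 cells; Doses: single test compound dose, 3 µM nominal, 0.3% DMSO; Timing: dye loading 1 h at 37 °C, then 30 min room temperature; Technique: intracellular calcium fluorescence with Fluo-8; Benchmarks: high carbachol 87 µM, low DMSO alone.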
# An asterisk follows results filed as active; . = no result given; & = joins results of further samples; [ ] = dose if it differs, or a comment. Some of the compounds tested. The share of hits here may be higher or lower than overall.
SMILES,EP2 modulator,EP2 antag,TRPML3 ag,NPY-Y1 PAM-ag,14-3-3 Bad PPI,PPC-1+TRAIL kill,NPY Y1 blocker,CHOP inhibitor,zfTRPN1 agonist
COc1ccc(NC(=S)N2CCNC(=O)C2CC(=O)Nc2cccc(Cl)c2C)cc1 (configuration not stated),-78,10,0.4,9,15,13,15,-1,0.9
O=C(/C=C/NNC(=O)c1cccc(Br)c1)c1cccc(Br)c1,-8,16,0.7,19,-3[fluorescence artefact?],-2,-5,9,-0.6
COc1cccc(OC)c1C(=O)NC(=S)NCc1ccccc1,-1,17,-0.8,-16,-5,12,9,8,-1.5
C/C(=N\O)C(C)(C)Nc1cccc(F)c1,30,11,0.3,21,-4,8,.,23,-0.8
Cc1ccccc1CN1CCN(S(=O)(=O)c2cccs2)CC1,16,3,1.5,-7,-19,22,0,-4,-1.1
CCC1CCCCN1CCNS(=O)(=O)c1ccc2c(c1)oc(=O)n2C (configuration not stated),29,12,0.0,17,6,15,4,-11,2.0
O=[N+]([O-])c1ccc(OS(=O)(=O)Cc2ccccc2)cc1,-15,1,-0.7,14,-1,2,3,22,-2.1
CC(C)(C)NC(=O)C(c1c[nH]c2ccccc12)N(C(=O)Cn1nnc(-c2ccc(Cl)cc2)n1)c1ccccc1F (configuration not stated),3,11,0.4,33,-13[fluorescence artefact?],21,-7,41,1.1
CCOC(=O)C(C)Sc1ccc2nnc(-c3ccc(F)cc3)n2n1 (configuration not stated),6,7,-1.6,-19,-4,10,1,-2,-1.6
CCc1nnc(NC(=O)c2ccc(NS(=O)(=O)c3ccccc3)cc2)s1,9,0,0.4,28,4,14,-1,9,0.0
COC(=O)C(C(=O)OC)N1C(=O)CCC1=O,38,6,0.8,16,13,14,0,16,0.1
O=C(O)c1ccc(N2CCS(=O)(=O)CC2)cc1,27,3,0.6,-5,-7,1,1,-1,1.1
Cc1ccc2nsnc2c1NC(=O)CCl,26,10,0.1,2,-5,-4,12,32,1.9
Cn1cccc1/C=N/N1CCN(Cc2ccc(Cl)cc2)CC1,-4,9,0.2,1,-2,14,.,-2,-1.3
COC(=O)c1cc(S(=O)(=O)Nc2cccc(S(N)(=O)=O)c2)oc1C,19,18,0.1,0,-2,6,.,-6,0.4
CCC(C)NS(=O)(=O)c1ccc(S(=O)(=O)N2CC=C(c3ccc(F)cc3)CC2)cc1 (configuration not stated),-15,12,0.1,6,12[fluorescence artefact?],3,5,60,1.6
COc1cccc(N2CCN(c3c4c(nc5ncnn35)CCC4)CC2)c1,7,.,2.5,-7,-14,2,1,31,3.0
COc1ccc(/C=N/NC(=O)CN2CCCCCCC2)c(C)c1C,-21,5,0.5,-17,4,6,.,0,-1.7
C#CCN(Cc1ccco1)C(=O)c1cc(COc2ccc(F)cc2Cl)on1,-47,4,-0.3,-16,0,.,5,52,-1.9
O=C1NC(=NCc2ccccc2)S/C1=C/c1ccc(O)cc1,-77,13,0.6,-19,-15,-10,1,19,-0.3
O=C(N/N=C/c1ccc2nccnc2c1)c1ccncc1,-13,5,-0.2,7,24,-2,.,3,0.3
O=[N+]([O-])C1=CC=C2C(=NC3(CCCCC3)N2O)C1=NCCc1ccccc1,23,17,-0.5,23,-21,15,2,40,-1.1
COC(=O)c1ccc(CO/N=C(\NC(C)=O)c2nonc2NC(C)=O)cc1,-9,1,0.5,3,-2[fluorescence artefact?],9,1,16,0.2
CC1CC(C)(C)NC(=S)N1CCC(=O)Nc1ccc2c(c1)OCCO2 (configuration not stated),-20,10,0.3,7,-5,6,0,5,-1.2
CC(C)=CCN1CCN(Cc2cccc3nccnc23)CC1CCO (configuration not stated),-5,3,0.4,3,-10,8,-3,-6,1.9
S=C(NCC1CCCCC1)Nc1ccc(Oc2ccccc2)cc1,-59,4,3.7,-24,-17,15,-3,73*,4.6
C/C(=N\Nc1ccc(Cl)cc1)c1c(O)cc(C)oc1=O,-13,1,0.4,-3,-11,-19,-1,8,1.4
CC(=O)N1CCN(S(=O)(=O)c2ccc(C)c([N+](=O)[O-])c2)C1C(C)C (configuration not stated),26,3,1.4,16,-2,-18,6,-4,0.1
COc1ccc(/C=C2\N=C(c3ccccc3Cl)NC2=O)cc1,-27,6,0.5,16,2,4,.,2,-0.4
CCn1nc(C)c(CNC(=O)Nc2ccccc2C(=O)OC)c1C,-19,9,0.5,11,0,21,2,-12,0.9
COC(=O)c1cccc(C(=O)N2CCC(CO)(Cc3ccccc3Cl)CC2)c1,-53,5,0.9,-11,2,27,4,22,3.7
CC1CCc2c(sc3nc(C4CC4)nc(N4CCN(C(=O)c5ccco5)CC4)c23)C1 (configuration not stated),.,10,0.6,-20,.,.,0,.,-0.6
O=C(Cn1c(=O)n(Cc2ccccc2)c(=O)c2ccccc21)NCc1ccco1,7,10,0.4,16,13,-12,9,11,-0.2
CCNC(=O)NC(=O)C(C)OC(=O)c1cc(S(=O)(=O)N2CCCCCC2)ccc1OC (configuration not stated),1,20,8.6,-2,-3[fluorescence artefact?],4,-3,-2,2.7
COc1ccc(CNC(=O)c2ccc(C(C)(C)C)cc2)cc1,-63,22,-0.1,-5,-11,13,-3,-2,-1.5
CC(=O)NC(=S)Nc1cccc2ccc(C)nc12,16,7,0.2,-10,0,31,.,12,0.3
Cn1nnc(NC(=O)COc2ccc(C3CCCCC3)cc2)n1,34,.,0.7,9,-3,-10,-3,-3,0.4
Cc1csc(NC(=O)Cc2c[nH]c3ccccc23)n1,3,14,0.3,3,0,-1,0,-6,0.7
COc1c(C)cccc1C(=O)Nc1cc(Cl)ccc1N1CCOCC1,45,18,1.2,-26,5[fluorescence artefact?],-8,17,49,-1.1
COc1ccc(Oc2coc3c(CN(C)C)c(O)ccc3c2=O)cc1,8,12,0.5,-15,-8[fluorescence artefact?],18,-3,20,-0.1
CC1(C)CC(=O)c2cc(O)ccc2O1,28,9,0.7,-5,-7,17,1,-3,0.1
COc1ccc(C(=O)Nc2ccc(OC)c([N+](=O)[O-])c2)cc1Br,-54,8,0.4,7,9,-6,7,-4,2.0
CC(=O)N1CCN(CC(=O)Nc2c(Cl)cccc2Cl)CC1,36,8,1.4,-27,76*,12,3,10,2.0
COc1ccccc1CNC(=O)C1CC2Cn3c(nc4ccccc43)C2N1C (configuration not stated),9,13,.,.,-2,21,.,10,.
OC(COc1cccc2ccccc12)CN1CCN(c2ccccc2)CC1 (configuration not stated),-1,9,-0.6,54*,-3,4,.,51,1.4

# An excerpt of these results, bar-delimited.
mol | EP2 modulator | EP2 antag | TRPML3 ag | NPY-Y1 PAM-ag | 14-3-3 Bad PPI | PPC-1+TRAIL kill | NPY Y1 blocker | CHOP inhibitor | zfTRPN1 agonist
COc1ccc(NC(=S)N2CCNC(=O)C2CC(=O)Nc2cccc(Cl)c2C)cc1 (configuration not stated) | -78 | 10 | 0.4 | 9 | 15 | 13 | 15 | -1 | 0.9
O=C(/C=C/NNC(=O)c1cccc(Br)c1)c1cccc(Br)c1 | -8 | 16 | 0.7 | 19 | -3[fluorescence artefact?] | -2 | -5 | 9 | -0.6
COc1cccc(OC)c1C(=O)NC(=S)NCc1ccccc1 | -1 | 17 | -0.8 | -16 | -5 | 12 | 9 | 8 | -1.5
C/C(=N\O)C(C)(C)Nc1cccc(F)c1 | 30 | 11 | 0.3 | 21 | -4 | 8 | . | 23 | -0.8
Cc1ccccc1CN1CCN(S(=O)(=O)c2cccs2)CC1 | 16 | 3 | 1.5 | -7 | -19 | 22 | 0 | -4 | -1.1
CCC1CCCCN1CCNS(=O)(=O)c1ccc2c(c1)oc(=O)n2C (configuration not stated) | 29 | 12 | 0.0 | 17 | 6 | 15 | 4 | -11 | 2.0
O=[N+]([O-])c1ccc(OS(=O)(=O)Cc2ccccc2)cc1 | -15 | 1 | -0.7 | 14 | -1 | 2 | 3 | 22 | -2.1
CC(C)(C)NC(=O)C(c1c[nH]c2ccccc12)N(C(=O)Cn1nnc(-c2ccc(Cl)cc2)n1)c1ccccc1F (configuration not stated) | 3 | 11 | 0.4 | 33 | -13[fluorescence artefact?] | 21 | -7 | 41 | 1.1
CCOC(=O)C(C)Sc1ccc2nnc(-c3ccc(F)cc3)n2n1 (configuration not stated) | 6 | 7 | -1.6 | -19 | -4 | 10 | 1 | -2 | -1.6

# Further records
SMILES,EP2 modulator,EP2 antag,TRPML3 ag,NPY-Y1 PAM-ag,14-3-3 Bad PPI,PPC-1+TRAIL kill,NPY Y1 blocker,CHOP inhibitor,zfTRPN1 agonist
CCOc1ccc(NC(=O)c2cc3cc4ccc(C)cc4nc3o2)cc1,6,3,0.8,14,7,-11,1,55,3.0
Cn1c2ccccc2c(=O)c2c(=O)n(Cc3ccco3)c(-c3ccc(Cl)cc3Cl)nc21,8,6,-1.9,-1,-2,-8,.,50,-2.8
COc1ccc2c(=O)c3c(=O)n(CCc4ccccc4)c(C(C)C)nc3oc2c1,28,13,0.3,7,16,14,.,3,-0.3
Cc1cc(=O)oc(C)c1C(=O)NCCCN1CCN(c2ccc(F)cc2)CC1,5,6,0.8,-20,-1,28,3,-2,0.4
O=C(c1ccc(Cl)cc1)N1CCN=C1c1ccccc1,19,8,0.5,4,-4[fluorescence artefact?],27,0,36,-0.1
CCN(CC)CCNC(=O)c1c(C)oc2cc(Br)c(OC)cc12,-9,6,0.2,-14,11,-1,1,11,0.9
Oc1c(C=Nc2ccccc2)sc2ccccc12,-39,19,0.7,-3,-19,.,-3,22,0.8
O=C(Nc1nc(-c2ccccc2)cs1)c1ccco1,-40,5,-0.6,-11,10,16,.,-5,-2.3
Cc1ccccc1NCCNc1ccccc1C,-13,8,0.0,-1,0,-9,-2,-17,-1.5
COCCn1nnnc1CN(CCc1ccc(OC)c(OC)c1)Cc1cc2ccc(C)cc2[nH]c1=O,12,25,0.4,1,4,20,6,-4,0.7
CS(=O)(=O)N(CC(N)=O)c1ccc(F)c(Cl)c1,2,15,0.9,-19,0,10,4,-6,0.7
CCOC(=O)N1CCN(C(=O)Cn2ncn3nc(-c4cccs4)cc3c2=O)CC1,18,8,0.3,-3,0,12,9,13,0.3
COc1ccc(CCN(C)C(=O)C2CCN(Cc3ccc(C)cc3)CC2)cc1OC,-11&5,9&4,0.6,10,0,12,-1,9,-0.4
